Compound activity from PubChem.
PTHR1 agonist = PTHR1 (human) receptor agonism; Q03431; Potency, µM (titrated, usually from 115 µM), for the others: top-dose activation, actives largely listed as activators; HEK293 GP2 PTHR1 cells, GloSensor cAMP luminescence, 1 h; 410,000 compounds, 0.075% hits; further: potency means the concentration at half of the fitted maximal effect; nearly all actives have a fitted effect of over 55% in size; some results filed as inactive show a strong effect at the top dose; inactives centre near -15; many of its hits are not listed in these tables
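HEK-293-derived GP2 cells expressing PTHR1 and a GloSensor cAMP reporter, 3,000/well, plated overnight, given luciferin plus IBMX (each 0.5 mM as added) for 1 h at 37 °C, then compound for 1 h at 37 °C. Luminescence was read after 15 min at room temperature.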
IL2 activator = IL-2 activation; IL-2 activation reporter assay, cell-based qHTS; stimulated with anti-CD3/CD4/CD28 beads; in transgenic mouse T cells; activation, % (series mostly up to about 46 µM); 360,000 compounds, 0.065% hits; AID 652025; in the data active means activation above about 50%; inconclusive means mostly about 30% to 49%; further: 0% is about no effect
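Screening format: compound pinned onto unstimulated transgenic mouse T cells, 60 min incubation, then anti-CD3/anti-CD4/anti-CD28 bead stimulation for 18 hours at 37 degrees C, followed by EGFP and DsRed detection.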
HEK293 tox = cytotoxic in the GLP-1 receptor inverse agonist counter-screen | HEK293 cAMP-luciferase reporter cells, luminescence, 24 h | Potency, µM (top dose mostly 38.3 µM), for inactives: at the top dose activity change, negative = inhibition, hits mostly inhibitors | 410,000 compounds, 0.13% hits | AID 624418;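 further: loss of luciferase light is scored as toxicity; potency means the concentration at half of the fitted maximal effect; on the % scale 0 is the no-effect control and ±100 the full control effect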
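MLSMR compounds, 24 hr on cells at 37 deg C/5% CO2; luminescence after luciferase reagent (12 min RT). Inhibition counted as the undesired cytotoxic outcome.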
PLK1 PBD block = inhibitors of human PLK1 polo-box domain binding | AID 720504 | Plk1 PBD binding of FITC phosphopeptide, fluorescence polarization | Potency, µM, for inactives: max response, negative = inhibition, hits mostly inhibitors | P53350 | 360,000 compounds, 2.8% hits; further: potency means the concentration at half of the fitted maximal effect; series mostly up to about 57 µM; on the % scale 0 is the no-effect control and ±100 the full control effect; nearly all actives have a fitted effect of over 65% in size
Target sequence (P53350 whole entry, looked up, the tested form may be a part): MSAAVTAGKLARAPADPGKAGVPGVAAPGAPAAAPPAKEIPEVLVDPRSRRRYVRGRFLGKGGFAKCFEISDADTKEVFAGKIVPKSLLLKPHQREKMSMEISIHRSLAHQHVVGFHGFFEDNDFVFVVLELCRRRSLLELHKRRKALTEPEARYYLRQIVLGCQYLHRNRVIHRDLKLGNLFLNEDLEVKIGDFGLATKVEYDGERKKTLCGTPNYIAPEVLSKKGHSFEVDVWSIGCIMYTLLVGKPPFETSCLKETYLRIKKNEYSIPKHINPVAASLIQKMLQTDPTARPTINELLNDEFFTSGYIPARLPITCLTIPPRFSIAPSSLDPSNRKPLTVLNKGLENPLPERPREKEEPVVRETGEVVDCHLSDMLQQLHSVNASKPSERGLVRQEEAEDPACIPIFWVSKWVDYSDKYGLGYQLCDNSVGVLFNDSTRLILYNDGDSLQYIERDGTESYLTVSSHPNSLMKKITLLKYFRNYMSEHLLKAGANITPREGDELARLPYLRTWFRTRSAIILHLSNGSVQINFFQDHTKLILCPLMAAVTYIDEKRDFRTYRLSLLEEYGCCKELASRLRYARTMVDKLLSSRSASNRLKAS
EPAC1 agonist = agonists of human EPAC1; Potency, µM (doses to about 154 µM), inactives show at the highest dose activation, actives largely listed as activators; O95398; 360,000 compounds, 0.073% hits; AID 720707; EPAC1 agonist qHTS, biochemical assay; response scale: 100% = response to 6.5 mM cAMP; further: potency means the concentration at half of the fitted maximal effect; nearly all actives have a fitted effect of over 60% in size
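Nucleotide exchange by EPAC1 (100 nM) on Rap1B–BODIPY-GDP (250 nM) in the presence of 50 uM GDP is tracked fluorescently at 480/540 nm over 30 min. Signals are normalized to a 6.5 mM cAMP control.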
GLP-1R inv ag = inverse agonists of human GLP-1 receptor. AID 624417. Potency, µM (series often up to 38.3 µM), without a hit: at the top dose activity change, negative = inhibition, hits mostly inhibitors. 410,000 compounds, 1.6% hits. HEK293 GLP-1R CRE-luciferase, luminescence, 24 h; GLP-1R form is constitutively active; further: potency means the concentration at half of the fitted maximal effect; on the % scale 0 is the no-effect control and ±100 the full control effect; nearly all actives have a fitted effect of over 55% in size
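Luminescence readout: a drop in cAMP-driven luciferase signal flags inverse agonism at a constitutively active GLP-1R stably expressed in HEK293. Compound exposure lasted 24 hr at 37 deg C, 5% CO2.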
EPAC1 antagonist = EPAC1 (human) antagonism; O95398; EPAC1 GEF assay, Rap1b-BODIPY-GDP exchange fluorescence; Potency, µM (doses to about 115 µM), for inactives: at the top dose activity change, negative = inhibition, actives largely listed as inhibitors; 360,000 compounds, 0.14% hits; AID 720709;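 further: potency means the concentration at half of the fitted maximal effect; plate controls were vehicle for no effect and positive control for full effect; nearly all actives have a fitted effect of over 50% in size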
GLP-1R agonist = activates the human GLP-1 receptor; 380,000 compounds, 0.007% hits; HEK293 GLP-1R CRE-luciferase, luminescence, 4-6 h; cells express a hypersensitive GLP-1R form; Potency, µM (highest dose often 45.6 µM), inactives show at the highest dose activation, usual class: activators; further: potency means the concentration at half of the fitted maximal effect; % of control where 0% means no effect
PI5P4Ka inh = inhibitors of human PI5P4K alpha; PI5P4Kalpha enzyme, ADP-Glo luminescence, 60 min; stronger effect = lower value; max response, %; 330,000 compounds, 1.2% hits; AID 652105; active means max response of -50% or lower; inconclusive means between -30% and -50%; inactive means -30% or higher; further: value at the top dose of about 77 µM; on the % scale 0 is the no-effect control and ±100 the full control effect
Target sequence (P48426 whole entry, looked up): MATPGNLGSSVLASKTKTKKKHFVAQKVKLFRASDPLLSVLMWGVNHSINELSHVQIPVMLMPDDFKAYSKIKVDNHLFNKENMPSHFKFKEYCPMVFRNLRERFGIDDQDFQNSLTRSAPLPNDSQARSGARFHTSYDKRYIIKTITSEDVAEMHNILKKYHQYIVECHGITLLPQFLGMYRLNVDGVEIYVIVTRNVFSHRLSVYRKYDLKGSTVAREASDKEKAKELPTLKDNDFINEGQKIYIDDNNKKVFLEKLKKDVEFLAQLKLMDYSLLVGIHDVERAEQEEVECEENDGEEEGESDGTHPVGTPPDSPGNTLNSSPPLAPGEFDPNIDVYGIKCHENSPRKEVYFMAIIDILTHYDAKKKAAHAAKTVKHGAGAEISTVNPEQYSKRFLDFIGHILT
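Compounds were pin-transferred onto PI5P4Kalpha and substrate in HEPES pH 7.4 buffer with EGTA, CHAPS and 5% DMSO. ATP (5 microM final) started the reaction, which ran 60 minutes at room temperature before ADP-Glo detection.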
Active calls of the source: *; i = inactive; u = inconclusive; x = no result given; & = joins results of further samples; [ ] = another dose, or the depositor's remark. Unless noted, the call rests on the fitted dose curve; in most records, active means well fitted curve in the direction sought with a large enough effect; inconclusive means small, poorly fitted or top-dose-only effect, or another doubt; inactive means no such curve, though single readings can be large; an effect the other way counts as inactive or inconclusive. A portion of the library; the hit share may differ from the screen's.

1: O=Nc1c(-c2ccccc2)[nH]n(-c2ccccc2)c1=O
2: O=C(CN1CCCCCC1=O)N1CCN(S(=O)(=O)c2cccs2)CC1
3: O=C1CC(c2ccccc2)CC(O)=C1C=Nc1ccc(Cl)cc1 (configuration not stated)
4: O=[N+]([O-])c1ccc(Sc2cccc3cccnc23)cc1
5: CC(C)(C)NC(=O)C(c1ccc(F)cc1)N(Cc1ccco1)C(=O)Cn1nnc(-c2cccs2)n1 (configuration not stated)
6: C=CCNC(=S)N/N=C/c1ccc(-c2ccc(OC)cc2)o1
7: Cc1ccc(S(=O)(=O)NNC(=O)Nc2cccc3ccccc23)cc1
8: Cc1ccccc1NC(=O)CCCCC(=O)Nc1ccccc1C
Assay by compound | 1 | 2 | 3 | 4 | 5 | 6 | 7 | 8
PTHR1 agonist | -16% | -9% | -18% | -35%[inhibitor] | i | -28% | i | i
IL2 activator | -3.5 | 0.1 | 0.1 | -0.8 | -3.3 | -4.9 | 1.0 | 1.0
HEK293 tox | -10% | 5% | -11% | 1% | -9% | u | 2% | 0%
PLK1 PBD block | -10% | u | -10% | -7% | -7% | 0% | -1% | 2%
EPAC1 agonist | -14% | 1% | -14% | 14% | -12% | 6% | -8% | 3%
GLP-1R inv ag | 5% | -7% | -19% | 103%[activator] | u | u | -10% | 1%
EPAC1 antagonist | 4% | 0% | 15% | 8% | 10% | -14% | 7% | -8%
GLP-1R agonist | -4% | 2% | -2% | 7% | -13% | 7% | 0% | -7%
PI5P4Ka inh | 0 | 1 | -18 | x | 1 | 11 | 6 | -1

9: NC(=O)Nc1ccc(C(=O)OCC(=O)NC2CCCc3ccccc32)cc1 (configuration not stated)
10: Cc1cc(C)n(Cc2ccc(C(=O)NN)o2)n1
11: CSc1ccc(/C=N/Nc2cccc(C(=O)O)c2)cc1
12: CCC(C)(C)n1nnnc1C(C(C)C)N(CCCO)Cc1cc2cc(C)ccc2[nH]c1=O (configuration not stated)
13: Cc1cc(C(=O)COC(=O)CNS(=O)(=O)c2ccc3ccccc3c2)c(C)n1-c1ccccc1
14: O=[N+]([O-])c1ccc(Sc2nccn2Cc2ccccc2)c([N+](=O)[O-])c1
15: Cc1cccc(C)c1NC(=O)C(c1cccc(F)c1)N1CCN(C)CC1 (configuration not stated)
16: CCOC(=O)c1cnc2ccc(C(=O)OC)cc2c1Nc1ccccc1CC
Assay by compound | 9 | 10 | 11 | 12 | 13 | 14 | 15 | 16
PTHR1 agonist | i | -19% | -43%[inhibitor] | i | i | -14% | -5% | -74%[inhibitor]
IL2 activator | 3.3 | -0.1 | -2.3 | 0.3 | -0.1 | -0.1 | -0.4 | x
HEK293 tox | 14% | 6% | -17% | -13% | -19% | u | -4% | -3%
PLK1 PBD block | 1% | 2% | 12µM* | -12% | 6% | -12% | -8% | x
EPAC1 agonist | 5% | 6% | 16% | 0% | 11% | 0% | 3% | x
GLP-1R inv ag | u | 15% | u | 19% | 12% | u | -9% | 6%
EPAC1 antagonist | -2% | 0% | -6% | -2% | -17% | -20% | 6% | x
GLP-1R agonist | -3% | -1% | -6% | 3% | 3% | -36% | x | -9%
PI5P4Ka inh | -3 | 2 | -99* | -7 | 4 | 3 | 2 | x

17: O=C(CCn1ccc2cc(S(=O)(=O)N3CCCC3)ccc21)NCc1cccc(F)c1
18: CCOC(=O)C1CCN(S(=O)(=O)c2cc(F)ccc2OC)CC1
19: COc1ccc(CC(=O)NNC(=O)c2ccncc2)cc1
20: CCOc1ccc(NC(=O)CSc2nc3ccccc3c(=O)n2CCCC(=O)N2CCCC2)cc1
21: Cc1ccc(CCN2CC(C(=O)NCCCOC(C)C)CC2=O)cc1 (configuration not stated)
22: Cc1cccc(S(=O)(=O)NCCc2ccccc2)c1
23: COc1ccc(-c2c(NC(=O)c3ccco3)n(C)c3ccccc3c2=O)cc1
24: CSCC[C@H](N)C(=O)NC[C@H]1O[C@@H](n2cnc3c(N)ncnc32)[C@H](O)[C@@H]1O
Assay by compound | 17 | 18 | 19 | 20 | 21 | 22 | 23 | 24
PTHR1 agonist | -10%&19% | -5% | i | -10% | -3%[57.5 µM] | -23% | -23% | -24%
IL2 activator | -2.8 | 0.5 | 0.6 | 0.7 | 0.3 | -3.1 | -2.4 | -0.7
HEK293 tox | -11%&8% | -1% | -1%[7.66 µM] | -8% | 0% | 0% | 9% | -8%
PLK1 PBD block | 7.5µM* | -15% | 4% | 3% | 0% | -6% | -8% | -10%
EPAC1 agonist | 9% | 8% | 0% | -5% | 2% | -6% | 4% | 0%
GLP-1R inv ag | -14%&-8% | -22% | 15%[7.66 µM] | 5% | -10% | -3% | 0% | 3%
EPAC1 antagonist | -3% | u | 20% | 0% | 12% | -28% | 6% | -6%
GLP-1R agonist | 10% | 10% | 0% | -8% | -4% | 4% | -3% | 5%
PI5P4Ka inh | -26 | 0 | 3 | 2 | x | 3 | x | -5

Part of the list above, with tabs.
no.	Molecule	PTHR1 agonist	IL2 activator	HEK293 tox	PLK1 PBD block	EPAC1 agonist	GLP-1R inv ag	EPAC1 antagonist	GLP-1R agonist	PI5P4Ka inh
24	CSCC[C@H](N)C(=O)NC[C@H]1O[C@@H](n2cnc3c(N)ncnc32)[C@H](O)[C@@H]1O	-24%	-0.7	-8%	-10%	0%	3%	-6%	5%	-5
23	COc1ccc(-c2c(NC(=O)c3ccco3)n(C)c3ccccc3c2=O)cc1	-23%	-2.4	9%	-8%	4%	0%	6%	-3%	x
17	O=C(CCn1ccc2cc(S(=O)(=O)N3CCCC3)ccc21)NCc1cccc(F)c1	-10%&19%	-2.8	-11%&8%	7.5µM*	9%	-14%&-8%	-3%	10%	-26

Next part
25: O=C(O)CCCCCNc1nc2ncn(Cc3ccccc3)c2c(=O)[nH]1
26: N#Cc1cnc(Nc2ccc(F)cc2)nc1N
27: Cc1nnsc1C(=O)N1CCCC(N2CCN(c3ccc(F)cc3)CC2)C1 (configuration not stated)
28: Cc1ccc(NC(=O)CSCC#N)cc1
29: COc1ccc(NCC(=O)N/N=C/c2ccc3c(c2)OCCO3)cc1
30: Cn1cccc1C(=O)Nc1nccs1
31: CCOC(=O)c1csc(-c2csc(CCNC(=O)c3ccccc3)n2)n1
32: CCOc1ccccc1C(=O)NCc1ccc2c(c1)OCO2
Assay by compound | 25 | 26 | 27 | 28 | 29 | 30 | 31 | 32
PTHR1 agonist | 10% | -45%[inhibitor] | i | i | -4% | -12%[57.5 µM] | -10% | -2%[57.5 µM]
IL2 activator | -1.0 | -4.1 | -2.0 | 0.0 | -0.7 | 3.3 | -0.7 | -1.5
HEK293 tox | 5% | 7% | 0% | 21% | -7% | -11% | -11% | -6%
PLK1 PBD block | -11% | 6% | 2% | -9% | -1% | -3% | -4% | -4%
EPAC1 agonist | 2% | 5% | -11% | 5% | -5% | 0% | 1% | -4%
GLP-1R inv ag | 0% | 28% | -2% | 3% | -15% | 0% | -7% | -28%
EPAC1 antagonist | 9% | -18% | 12% | 6% | -8% | 0% | 18% | 9%
GLP-1R agonist | -3% | 13% | -13% | 0% | 0% | -12% | 17% | 25%
PI5P4Ka inh | x | -15 | -6 | x | -3 | -10 | 2 | -8

33: COc1ccc(-c2nnc(NC(=O)c3ccc(S(=O)(=O)N4CCc5ccccc5C4)cc3)o2)cc1
34: O=C(Nc1cccc(NC(=O)c2ccc(-c3ccc(Br)cc3)o2)c1)c1ccccc1
35: N#Cc1ccc(-c2nc3ccc(Cl)cn3c2Cc2cccc(Cl)c2)cc1
36: O=C1c2cccnc2C(Nc2ccc(Cl)cc2)N1Cc1cccs1 (configuration not stated)
37: O=C(NNc1nc2ccc(Cl)cc2s1)c1cc(-c2cccs2)nc2ccccc12
38: CCCCCCCCCCCC(=O)c1c(O)cccc1O
39: Cc1ccc(N2CC(C(=O)NCCc3ccc(S(N)(=O)=O)cc3)CC2=O)cc1 (configuration not stated)
40: COc1ccc(CCNC2CCC(c3ccccc3)CC2)cc1 (configuration not stated)
Assay by compound | 33 | 34 | 35 | 36 | 37 | 38 | 39 | 40
PTHR1 agonist | -24% | u | -3% | i | -38%[inhibitor] | -75%[inhibitor] | i | i
IL2 activator | -3.5 | 0.8 | -0.4 | -2.5 | -4.7 | -1.9 | -0.6 | -0.7
HEK293 tox | -20% | 2% | -3% | -5% | u | -22% | -28% | -26%
PLK1 PBD block | -22% | -6% | -11% | -21% | 0% | -14% | -9% | -7%
EPAC1 agonist | -7% | 13% | 13% | 15% | -7% | -32%[inhibitor] | 3% | -12%
GLP-1R inv ag | -6% | u | 8% | -2% | u | u | 0% | u
EPAC1 antagonist | -2% | 1% | -8% | -7% | 4% | -28% | 3% | 4%
GLP-1R agonist | -10% | 3% | -5% | 10% | -7% | 5% | -5% | 4%
PI5P4Ka inh | -10 | 1 | 1 | -1 | -11 | 1 | x | 0

41: COc1cccc(NC(=O)c2cccc(C(=O)Nc3cccc(OC)c3)c2)c1
42: CN(C)CCCNCCCNC(=O)/C=N/O
43: CN(CC(=O)Nc1cccc(F)c1)C(=O)c1cc(=O)[nH]c2ccccc12
44: Cc1ccc(NC(=O)/C=C/c2ccc(S(=O)(=O)N3CCOCC3)cc2)cc1S(=O)(=O)N(C)C
45: O=C(NNC(=O)C(Cl)Cl)c1cnn(-c2ccccc2)c1C(F)(F)F
46: CCCOc1ccc(N2CC(C(=O)Nc3ccccc3C(=O)NC)CC2=O)cc1 (configuration not stated)
Assay by compound | 41 | 42 | 43 | 44 | 45 | 46
PTHR1 agonist | i | i | 14% | -21% | -9% | i
IL2 activator | -0.4 | 2.9 | 0.1 | -3.9 | 2.0 | -2.8
HEK293 tox | 7% | 11% | 4% | -3% | -6% | 7%
PLK1 PBD block | 0% | 1% | -21% | -25% | -8% | 0%
EPAC1 agonist | 6% | -1% | -4% | -9% | -11% | -5%
GLP-1R inv ag | -6% | -15% | 16% | u | 4% | -3%
EPAC1 antagonist | 7% | 1% | 8% | -1% | -13% | 1%
GLP-1R agonist | -14% | -1% | 1% | -6% | -6% | 5%
PI5P4Ka inh | -4 | x | 6 | 1 | -9 | 2
